# HKDC1 inhibitor: HKDC1 hexokinase inhibitors, primary screen, biochemical, fluorescence, uHTS; Q2TB90; recombinant HKDC1, G6PDH/diaphorase resazurin coupled fluorescence; inhibition, % at 20 µM; 0.16% of 340,000 active;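 active = inhibition above about 35% when tested at 20 µM, limit read from the data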;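 also: plate controls were DMSO wells with enzyme for no effect and DMSO wells lacking enzyme for full effect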
#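 Assay system: in-house recombinant HK5 (HKDC1) enzyme. Input: HKDC1 at 5 µg/mL. Medium: Tris pH 8.0 buffer with MgCl2, Tween-20, BSA, BME. Dosing: single 20 µM dose. Schedule: 90 min reaction incubation at room temperature, dark. Signal: resazurin-to-resorufin fluorescence via G6PDH and diaphorase coupling, 525/613 nm. Controls: DMSO-enzyme wells negative, buffer-substituted wells positive.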
# 697 NFkB inh: inhibitors of PMA/ionomycin-induced NF-kB reporter, 697 cells, primary screen, B-cell NF-kB inhibitor project, cell-based, luminescence, uHTS. 697 B-cell NF-kB luciferase reporter, 16 h. inhibition, % at 4 µM. 0.33% of 330,000 active; in the data active = inhibition above about 35%
# Gli-Sufu antag: Gli-Sufu pathway antagonists, primary screen, luciferase luminescence, Sufu-KO-LIGHT cells, uHTS; Sufu-KO-LIGHT fibroblasts, Gli luciferase reporter luminescence; inhibition, % at 5 µM; 0.74% of 340,000 active; AID 588413, 2011;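 active = inhibition above about 55%, limit read from the data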;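 also: 0% = DMSO-treated cells and 100% = wells with medium but no cells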
# Jurkat NFkB inh: inhibitors of induced NF-kB luciferase reporter, primary screen, TCR NF-kB activation inhibitor project, cell-based, luminescence, uHTS; Jurkat, PMA/ionomycin-induced NF-kB luciferase reporter; inhibition, % at 4 µM; 0.53% of 330,000 active; AID 435003, 2010
# Apaf1 inhib: inhibitors of human Apaf-1 apoptosome, primary screen, biochemical, DEVD-Rh110 fluorescence, uHTS. inhibition, % at 20 µM. reconstituted apoptosome caspase-3 activity. 0.71% of 330,000 active; active = inhibition of at least 40% at 20 µM;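 also: plate controls were DMSO wells for no effect and DEVD-CHO caspase inhibitor wells for full effect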
# Target sequence (O14727 whole entry, looked up): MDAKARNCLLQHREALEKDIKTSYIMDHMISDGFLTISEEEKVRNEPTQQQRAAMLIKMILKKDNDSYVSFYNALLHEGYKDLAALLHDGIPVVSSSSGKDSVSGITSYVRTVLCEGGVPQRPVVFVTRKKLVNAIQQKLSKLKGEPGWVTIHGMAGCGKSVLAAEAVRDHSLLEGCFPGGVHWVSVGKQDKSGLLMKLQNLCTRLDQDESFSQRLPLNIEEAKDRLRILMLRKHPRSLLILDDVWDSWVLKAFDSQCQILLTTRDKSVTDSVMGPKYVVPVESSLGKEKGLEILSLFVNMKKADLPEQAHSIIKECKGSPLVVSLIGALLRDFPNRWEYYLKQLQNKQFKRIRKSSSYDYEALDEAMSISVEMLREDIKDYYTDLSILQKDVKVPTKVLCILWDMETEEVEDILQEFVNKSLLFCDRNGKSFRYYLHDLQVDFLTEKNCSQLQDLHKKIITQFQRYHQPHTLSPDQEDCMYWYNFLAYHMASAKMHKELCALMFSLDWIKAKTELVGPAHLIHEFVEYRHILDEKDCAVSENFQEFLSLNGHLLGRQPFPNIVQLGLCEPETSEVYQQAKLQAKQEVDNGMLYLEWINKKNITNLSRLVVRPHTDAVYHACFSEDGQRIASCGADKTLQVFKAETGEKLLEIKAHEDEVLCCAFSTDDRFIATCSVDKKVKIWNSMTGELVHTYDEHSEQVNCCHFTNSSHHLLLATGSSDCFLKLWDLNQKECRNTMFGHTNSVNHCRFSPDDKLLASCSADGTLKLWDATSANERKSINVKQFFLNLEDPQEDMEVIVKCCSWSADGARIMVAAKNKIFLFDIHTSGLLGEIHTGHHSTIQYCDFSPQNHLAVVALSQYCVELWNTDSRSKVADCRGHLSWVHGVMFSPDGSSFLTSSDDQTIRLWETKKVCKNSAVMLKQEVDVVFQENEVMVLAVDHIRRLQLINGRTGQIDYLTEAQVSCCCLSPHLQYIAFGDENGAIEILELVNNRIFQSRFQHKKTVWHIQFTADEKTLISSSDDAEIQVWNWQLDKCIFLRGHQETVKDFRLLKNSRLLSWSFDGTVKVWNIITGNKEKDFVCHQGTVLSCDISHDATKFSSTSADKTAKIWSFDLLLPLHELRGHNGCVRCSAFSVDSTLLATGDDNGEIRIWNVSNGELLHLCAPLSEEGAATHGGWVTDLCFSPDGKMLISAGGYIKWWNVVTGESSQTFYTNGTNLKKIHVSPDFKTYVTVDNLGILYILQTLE
#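 detection = Rh110 fluorescence intensity | test system = biochemical Apaf-1 apoptosome reconstitution | also added = cytochrome c and DEVD-Rh110 substrate | schedule = 30 min plus 50 min, RT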
# UBC13 polyUb: UBC13 polyubiquitin chain formation inhibitors, primary screen, biochemical, TR-FRET, uHTS; Ubiquitin-conjugating enzyme E2 N (Homo sapiens), P61088; 0.47% of 330,000 active; inhibition, % at 20 µM; in the data active = inhibition above about 45%, passing the limit was not always enough
# SENP7 block: SENP7 protease inhibitors, primary screen, biochemical, luminescence, uHTS; recombinant SENP7, Z-RLRGG-aminoluciferin luminescence, 40 min; inhibition, % at 5 µM; 1.5% of 330,000 active;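 active = inhibition above about 50% at the single test dose, limit read from the data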;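 also: plate controls were DMSO with enzyme for no effect and no enzyme buffer wells for full effect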
# SENP8 block: SENP8 protease inhibitors, primary screen, biochemical, luminescence; Sentrin-specific protease 8 (Homo sapiens), Q96LD8; purified SENP8, Z-RLRGG-aminoluciferin cleavage; inhibition, % at 10 µM; 1.2% of 330,000 active; AID 2540, 2010
# Starred values were filed as active, the others as inactive; x = not tested or not shown. Rule as the data show it, unless noted: active = inhibition above about 50%; inactive = the rest.
structure	HKDC1 inhibitor	697 NFkB inh	Gli-Sufu antag	Jurkat NFkB inh	Apaf1 inhib	UBC13 polyUb	SENP7 block	SENP8 block
CN(Cc1cn(C)nc1-c1ccccc1F)C1CCOC1 (configuration not stated)	1.7	3.1	2.5	-2.1	-3.4	-18.0	-6.6	-13.7
Cc1nn(CC(=O)Nc2cccc(Cl)c2)c(=O)c2cc(-c3ccccc3)nn12	2.2	14.1	0.2	10.2	-1.7	1.4	4.4	-1.0
O=C(OCc1nnc(-c2ccccc2)o1)c1cc2ccccc2cc1O	6.6	8.2	-6.5	3.0	14.3	-7.5	2.3	-4.0
Clc1cccc(OCc2nc(-c3ccncc3)no2)c1	-9.0	-18.8	-24.7	-10.1	9.1	-7.5	3.7	-11.6
Cc1ccc(S(=O)(=O)N(C)C[C@H]2Oc3ccc(NC(=O)C4CCCCC4)cc3C(=O)N([C@H](C)CO)C[C@H]2C)cc1	-0.3	-12.9	1.8	-1.3	22.0	7.5	-2.5	0.9
C=CCn1c(C)cc(C(=O)COc2ncnc3sccc23)c1C	-5.4	-144.7	-68.0	-48.9	-25.3	2.3	8.7	-2.8
CNC(=S)N(CCc1c(C)[nH]c2ccc(C)cc12)Cc1ccco1	2.6	9.0	13.9	-2.9	6.5	9.0	-1.2	-3.6
C/C(=N\Nc1nc2ccccc2s1)c1cccs1	-4.0	-239.6	-136.5	-121.7	28.8	7.5	83.9*	75.1*
C=CCn1c(SCC(=O)NCC2CCCO2)nc2sc(CC)cc2c1=O (configuration not stated)	-3.2	10.8	1.6	2.8	-3.9	6.2	6.1	3.7
CC1=Nc2cc(C(=O)NCCCN3CCN(C)CC3)ccc2Sc2ccc(C)cc21	-4.2	-5.1	-0.5	-8.2	8.5	18.1	3.1	-4.0
Cc1ccc(S(=O)(=O)N2CCCCC2)cc1NC(=O)COC(=O)c1ccccc1F	5.4	12.7	1.5	5.5	-4.1	9.7	3.6	-0.2
CN(C)CCNC(=O)CNC(=S)N(Cc1ccccc1)Cc1cccnc1	14.1	13.5	-3.5	-15.7	-8.7	-14.3	6.1	-0.3
Cc1ccc(C(=O)N2CCN(S(C)(=O)=O)C2)cc1	5.6	22.2	-0.2	11.6	-4.3	3.4	3.7	4.7
Cc1ccc(S(=O)(=O)N2CCOCC2)cc1C(=O)NC1CCSc2ccccc21 (configuration not stated)	-11.1	11.9	-4.8	2.8	12.7	7.5	-5.6	-9.1
COC(=O)C1CCN(C(=O)c2cc3c(=O)n4cccc(C)c4nc3n2Cc2ccccc2)CC1	-4.3	9.2	6.5	-6.9	19.7	31.0	-11.7	-4.3
COc1ccc(N=C/C=C2\C=C(c3ccccc3)OC(C)(C)O2)cc1	9.8	16.7	-4.8	9.0	13.9	-21.0	-0.1	-3.8
CCOC(=O)C(CSCC(=O)c1ccc(Br)cc1)NC(=O)OC(C)(C)C (configuration not stated)	x	-0.1	x	2.3	10.8	-2.7	10.0	-2.3
Cc1ccccc1NC(=O)Cn1cnc2c(oc3ccccc32)c1=O	-3.6	-4.5	-10.3	-5.0	1.1	2.1	-2.3	-7.5
COc1ccc(S(=O)(=O)N2CCC(C(=O)Nc3nccs3)CC2)cc1	-6.5	-24.9	-4.5	8.5	0.2	-9.9	12.6	-7.2
Clc1cc2nc(-c3cccnc3Cl)[nH]c2cc1Cl	-1.8	-160.5	-74.0	-96.5	-0.4	11.5	72.7*	37.8
CCCCn1c(N)c(N(CCOC)C(=O)COc2ccc(C(C)=O)cc2)c(=O)[nH]c1=O	-5.9	12.7	-7.7	4.6	-0.7	8.2	-4.5	15.8
COC(=O)c1cc(Br)c(=O)n(Cc2cccnc2)c1	-9.9	-5.3	25.8	-7.4	0.0	6.3	6.6	-0.2
CC12CC3CC(C)(C1)CC(Nc1nc(N4CCOCC4)nc4ccccc14)(C3)C2	0.7	-48.5	10.5	15.5	1.0	26.5	-4.3	-7.6
COc1ccc(Br)cc1/C=C1\Oc2ccccc2NC1=O	-4.2	17.3	1.9	-2.2	-9.5	10.8	0.1	-7.6
COCCCNC(=S)NCCc1ccc(F)cc1	-2.5	-16.0	-14.4	0.8	8.6	-12.3	-3.4	-8.6
CC(C)NC(=O)CS(=O)(=O)c1ccccc1	-2.1	17.1	0.5	-5.4	1.2	-5.0	-6.2	3.2
COc1cc(/C=N/NC(=S)N/N=C/c2cc(OC)c(OC)c(OC)c2)cc(OC)c1OC	-0.5	-58.9	-25.3	-16.0	8.9	2.1	5.6	1.2
CS(=O)(=O)c1cccc(C(=O)OCC(=O)NC(=O)Nc2ccccc2F)c1	-9.4	6.1	-0.7	-3.6	-1.1	6.6	-2.4	-5.4
Cc1ccc(-n2nc3c(=O)n(CC(=O)NC(C)CCc4ccccc4)nc(C)c3c2C)cc1 (configuration not stated)	-2.4	16.2	14.0	52.7*	4.3	-8.0	-3.5	7.5
COc1cccc(NC(=S)C(C#N)=C2N(C)c3ccccc3N2C)c1	2.4	8.4	-2.1	-6.5	1.5	-18.3	-1.1	-7.7
CCCNC(=O)c1nnsc1S(=O)c1ccc(Cl)cc1 (configuration not stated)	6.6	2.0	13.9	58.7*	12.8	-10.8	6.7	10.8
COc1ccc(C(=O)Nc2ccccc2N2CCN(C(=O)c3ccccc3)CC2)cc1Br	2.0	16.7	16.1	-7.2	8.7	4.3	-3.9	-8.6
O=C(CCS(=O)(=O)c1cccs1)Nc1ccc(C(=O)NC2CCN(Cc3ccccc3)CC2)cc1	-1.8	-13.2	2.9	9.7	-18.5	9.5	2.9	3.7
CC(C)OC(=O)CSc1nnnn1-c1ccc2c(c1)OCCO2	-6.2	10.1	-14.1	-4.6	-13.2	4.2	-2.0	-9.2
CCN(CC)C(=O)Oc1cc(=O)n(C)c2ccccc12	-10.4	-28.5	2.9	2.1	-5.2	-7.0	-2.1	5.1
Cc1ccc2c(c1)[C@H]1[C@H](CO2)[C@H](c2ccccc2)[C@]2(C)C(=O)N(CC3CCCO3)CC(=O)N12 (some centres not stated)	-2.3	10.1	1.1	-86.6	15.3	7.5	4.0	6.7
Cc1cccc(NC(=O)/C(C#N)=C\c2ccc(C(=O)O)cc2)c1	0.5	18.8	-1.5	6.4	-7.3	-12.4	-0.4	-11.0
O=C(CSc1ccc(-c2ccccc2)nn1)c1ccccc1	-2.7	-8.0	-47.8	-27.6	-0.5	0.2	1.7	-4.8
Cc1cc(C(=O)CN2C(=O)c3ccccc3C2=O)c(C)n1Cc1cccs1	-3.9	-187.4	24.7	1.8	-0.5	13.1	-4.4	-10.8
N#Cc1c(NC(=O)C2CC(Cl)=CCC2C(=O)O)sc2c1CCCC2 (configuration not stated)	-4.0	-13.1	5.9	-2.4	3.2	5.0	3.1	-3.0

# An excerpt from above, reduced to 697 NFkB inh and Jurkat NFkB inh:
canonical_smiles,697 NFkB inh,Jurkat NFkB inh
Cc1cccc(NC(=O)/C(C#N)=C\c2ccc(C(=O)O)cc2)c1,18.8,6.4
O=C(CSc1ccc(-c2ccccc2)nn1)c1ccccc1,-8.0,-27.6
Cc1cc(C(=O)CN2C(=O)c3ccccc3C2=O)c(C)n1Cc1cccs1,-187.4,1.8

# More structures.
canonical_smiles | HKDC1 inhibitor | 697 NFkB inh | Gli-Sufu antag | Jurkat NFkB inh | Apaf1 inhib | UBC13 polyUb | SENP7 block | SENP8 block
CCOc1cc(/C=N/N=C(\N)c2nonc2N)cc(Br)c1OCc1cccc2ccccc12 | -3.0 | 10.6 | -12.3 | 16.2 | 0.3 | -14.3 | 7.8 | 2.9
CC(C)CC(c1nnnn1C(C)C)N1CCN(c2cccc(Cl)c2)CC1 (configuration not stated) | 2.3 | 8.6 | 13.2 | 15.2 | 8.9 | 0.3 | -0.5 | -0.9
Cc1cccc(OCc2nc(C#N)c(NCc3ccc4c(c3)OCO4)o2)c1 | 5.6 | 16.6 | -1.0 | -8.1 | 4.8 | 14.3 | 2.7 | -0.3
CCc1cc(=O)oc2cc(OC(C)C(=O)NCCCn3ccnc3)ccc12 (configuration not stated) | -4.4 | -3.1 | -1.7 | -3.4 | -2.2 | 3.3 | 4.2 | 6.7
COc1ccc(/C=C(\NC(=O)c2ccc(Cl)cc2)C(=O)NCCCN2CCOCC2)cc1OC | 0.4 | 17.2 | 1.2 | 0.4 | -5.3 | -12.5 | -5.2 | -3.7
CC(C)C(=O)Nc1ccc(S(=O)(=O)N2CCC(c3nc4ccccc4[nH]3)CC2)cc1 | -0.2 | 5.0 | 16.9 | 0.4 | 15.3 | -2.4 | -2.5 | 11.9
CC1=C(C(=O)OC(C)C)C(c2ccccc2)NC(=S)N1C (configuration not stated) | -7.2 | 12.8 | 0.0 | 1.6 | 2.1 | 1.1 | 4.8 | 1.6
CCOC(=O)c1ccc(NC(=O)C2CCCN(c3cnccn3)C2)cc1 (configuration not stated) | -2.5 | -32.2 | -18.0 | -17.4 | 3.6 | 3.2 | -8.4 | -4.6
COc1ccc(NC(=O)CSc2nnc(NC(=O)c3ccc(S(=O)(=O)N4CCOCC4)cc3)s2)cc1 | 1.6 | -6.9 | 2.7 | -1.0 | 3.7 | -20.7 | -3.5 | -15.2
CC1(C)c2cc(O)ccc2OC1N1CCOCC1 (configuration not stated) | 0.8 | -14.9 | -7.1 | -35.7 | -2.2 | 0.3 | -4.8 | -0.6
CCOC(=O)COc1c(Cl)cc(C2NC(=S)NC(c3ccccc3)=C2C(C)=O)cc1OCC (configuration not stated) | -6.4 | -5.9 | -9.9 | -3.4 | 16.7 | -7.4 | -5.0 | -8.9
CCOC(=O)C1CCN(C(=O)CCS(=O)(=O)c2ccc3c(c2)CC(C)N3C(=O)CC)CC1 (configuration not stated) | 15.0 | 19.4 | 5.8 | -7.7 | 7.1 | -10.6 | -8.4 | -10.7
O=C(C1=C(O)C(=O)N(Cc2ccco2)C1c1cccc(O)c1)c1ccco1 (configuration not stated) | 0.0 | -2.1 | 8.6 | -4.5 | 4.5 | -0.3 | -3.1 | -0.2
CCCC(=O)N1CCC(CCC(=O)NC2CC2)CC1 | -4.8 | -45.3 | 27.1 | -23.7 | -1.8 | -7.2 | -0.8 | 6.5
CCN(CC(=O)Nc1c(F)cccc1F)C(=O)CNC(=O)c1ccc(C)s1 | 4.3 | 11.2 | -6.7 | 10.1 | 7.4 | 1.3 | 5.1 | 4.8
CCOC(=O)N=S(N)(=O)c1ccc(Cl)cc1 (configuration not stated) | 2.2 | -16.7 | 2.2 | 4.9 | -0.9 | -2.2 | 2.4 | 50.7*
O=C(CSc1nc2scc(-c3ccccc3)c2c(=O)[nH]1)NCCc1ccccc1 | -5.5 | 15.7 | -8.7 | 3.9 | 15.9 | -1.9 | 0.8 | -7.0
Cn1c(=O)c([N+](=O)[O-])c(NCc2ccccc2)c2ccccc21 | -1.1 | 6.6 | 12.6 | 8.5 | 8.2 | -4.2 | -7.5 | -3.1

# Assay outcomes as filed in PubChem.

# Compounds were not picked by outcome; about 3.6% have a hit in one of these screens.
